Screening data (PubChem)
NSD2 inh = NSD2 histone methyltransferase inhibitors, primary screen, biochemical, AlphaScreen, single concentration, set 2 | AID 743445, 2014 | inhibition, % at 12.5 µM | Histone-lysine N-methyltransferase NSD2 (Homo sapiens), O96028 | 310,000 tested, 0.54% active | NSD2 peptide methylation, 120 min; in the data active means inhibition above about 50%
Target sequence (O96028 whole entry, looked up): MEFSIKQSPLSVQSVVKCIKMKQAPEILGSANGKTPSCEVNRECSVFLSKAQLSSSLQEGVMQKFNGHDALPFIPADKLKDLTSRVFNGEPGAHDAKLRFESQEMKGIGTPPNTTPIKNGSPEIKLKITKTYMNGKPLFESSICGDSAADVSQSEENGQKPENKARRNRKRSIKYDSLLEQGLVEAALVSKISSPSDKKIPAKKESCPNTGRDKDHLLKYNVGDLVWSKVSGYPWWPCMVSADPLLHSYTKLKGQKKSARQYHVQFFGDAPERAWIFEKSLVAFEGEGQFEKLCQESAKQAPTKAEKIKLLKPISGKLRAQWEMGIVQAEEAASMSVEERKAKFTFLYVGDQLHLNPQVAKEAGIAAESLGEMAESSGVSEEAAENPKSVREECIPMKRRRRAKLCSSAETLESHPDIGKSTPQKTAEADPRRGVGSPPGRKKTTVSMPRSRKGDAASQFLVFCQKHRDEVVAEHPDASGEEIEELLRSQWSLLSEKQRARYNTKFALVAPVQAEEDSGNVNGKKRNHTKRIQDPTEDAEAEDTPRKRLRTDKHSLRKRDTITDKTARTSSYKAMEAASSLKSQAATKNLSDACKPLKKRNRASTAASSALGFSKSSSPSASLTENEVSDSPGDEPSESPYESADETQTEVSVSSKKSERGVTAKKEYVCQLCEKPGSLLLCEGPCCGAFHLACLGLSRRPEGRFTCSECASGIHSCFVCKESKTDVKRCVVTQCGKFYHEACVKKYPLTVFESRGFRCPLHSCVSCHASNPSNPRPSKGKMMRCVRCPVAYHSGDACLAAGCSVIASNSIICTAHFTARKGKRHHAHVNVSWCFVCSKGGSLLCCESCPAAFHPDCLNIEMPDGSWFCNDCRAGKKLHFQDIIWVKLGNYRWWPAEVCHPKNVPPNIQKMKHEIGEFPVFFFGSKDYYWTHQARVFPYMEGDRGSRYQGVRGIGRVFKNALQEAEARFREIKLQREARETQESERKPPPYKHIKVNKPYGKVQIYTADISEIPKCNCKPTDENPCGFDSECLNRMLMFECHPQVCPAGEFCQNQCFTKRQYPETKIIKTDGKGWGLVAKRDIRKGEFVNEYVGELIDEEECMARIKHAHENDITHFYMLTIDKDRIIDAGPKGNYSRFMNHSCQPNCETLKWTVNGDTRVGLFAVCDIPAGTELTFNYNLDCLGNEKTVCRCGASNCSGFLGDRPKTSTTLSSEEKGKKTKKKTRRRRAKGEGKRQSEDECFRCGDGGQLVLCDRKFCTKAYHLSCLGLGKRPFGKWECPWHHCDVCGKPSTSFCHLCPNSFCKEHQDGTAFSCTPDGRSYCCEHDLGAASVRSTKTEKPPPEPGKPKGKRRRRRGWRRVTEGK
dFosB activator = activators of delta FosB homodimer, primary screen, biochemical, fluorescence polarization, TAMRA-CDK5 oligo, single point; purified delta FosB; percent of positive-control signal above neutral wells; activation, % at 25 µM; 340,000 tested, 0.99% active; AID 493131, 2011;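 active means mean activation above about 17%, with every replicate also reaching it, limit read from the data, passing the limit was not always enough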;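 further: fluorescence polarization rise as delta FosB binds a TAMRA Cdk5 AP-1 oligo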
Arr AP2 block = inhibitors of beta-arrestin/AP2 binding, primary screen, biochemical, GPCR trafficking, flow cytometry | beta-arrestin 1 C-terminal peptide binding to AP2 beta2-adaptin appendage (human) | FITC-arrestin peptide / GST-AP2 beads; AP2 beta2 appendage carries R879A mutation | inhibition, % at 10 µM | 340,000 tested, 0.31% active;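 active means inhibition above a set limit, near 3 SD of compounds lacking own fluorescence, cut at about 54% in these data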;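 further: plate controls were DMSO wells for no effect and 5 µM unlabelled arrestin peptide for full effect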
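Material – AP2 appendage R879A on GSH beads · Buffer or medium – PBS with 0.05% Tween 20 and 0.1% BSA · Probe or stimulus – fluorescein-tagged arrestin peptide at 50 nM final · Incubation – compound with beads 12 min RT, then probe 1 h RT · Detection – high-throughput flow cytometry of beads, ex 488, em 535 nm · Evaluation – percent response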
PKA-R2B act = activators of PKA-R2B holoenzyme, primary screen, biochemical, fluorescence polarization, Cy5-IP20, human; activation, % at 11.4 µM; PKA-R2B holoenzyme dissociation; R2B truncated from residue 108, S112A mutant; 0% DMSO only, 100% 113 µM cGMP; cAMP-dependent protein kinase catalytic subunit beta (Homo sapiens) + cAMP-dependent …; 340,000 tested, 0.079% active; AID 504700, 2011;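 active means activation above a cutoff set at the mean over all compounds plus 3 SD, cut at about 18% in these data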;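 further: higher means more holoenzyme dissociation and a rise in polarization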
SR-BI uptake up = activators of SR-BI mediated DiI-HDL uptake, primary screen, ldlA[mSR-BI] CHO cells, DiI fluorescence | 3 h; 100 = double the neutral-control signal | activation, % at 12.5 µM | 320,000 tested, 0.096% active | AID 504775, 2011;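 active means mean replicate activation of at least 60% and every replicate at or above 60%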;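 further: 0% = median plate neutral-control signal and 100% = twice that signal; values of inactives mirror those of a sister screen read the other way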
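Material: SR-BI-overexpressing, LDLR-lacking CHO cells | Dosing: Single compound concentration, delivered by pin transfer | Probe or stimulus: Labelled HDL, 10 µg/mL | Signal: Bottom-read cell fluorescence after medium removal, ex 550/em 595 nm | Schedule: 3 h, 37 °C | Evaluation: HDL uptake via cellular fluorescence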
PKA-R1A activ = activators of PKA-R1A holoenzyme, primary screen, biochemical, fluorescence polarization, Cy5-IP20, bovine R1A, mouse PKAc; cAMP-dependent protein kinase type I-alpha regulatory subunit (Bos taurus) + …; PKA-R1A dissociation; scaled: DMSO 0%, 113 µM cGMP 100%; activation, % at 11.4 µM; 340,000 tested, 0.083% active;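 active means percent activation above the mean of all tested compounds plus 3 SD, cut at about 19% in these data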;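 further: higher means more PKAc released from R1A so a rise in polarization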
CDK5 p35 inh = inhibitors of human CDK5/p35 kinase, primary screen, biochemical, single concentration. Cyclin-dependent kinase 5 (Homo sapiens) + Cyclin-dependent kinase 5 activator 1 (Homo …. Recombinant CDK5/p35, ADP-Glo luminescence, 60 min. inhibition, % at 10 µM. 330,000 tested, 0.01% active. AID 488839, 2010;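 active means highest replicate inhibition of at least 50% and at least 75% of replicates reaching 50%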;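 further: plate controls were DMSO neutral control for no effect and GW8510 at 10 µM for full effect; many of its hits are not listed in these tables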
MITF TRPM1 HTS = activators of MITF-driven TRPM1 promoter reporter, primary screen, cell-based, SK-MEL-5, luciferase, single point; SK-MEL-5 TRPM1-promoter luciferase, 24 h; % of positive control, neutral wells = 0; activation, % at 12.5 µM; 300,000 tested, 0.75% active; AID 588334, 2011;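 active means mean activation of at least 80% with every replicate also reaching 80%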;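 further: 0% = neutral control wells and 100% = parthenolide positive control wells; values of inactives mirror those of a sister screen read the other way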
SR-BI HDL uptake = inhibitors of SR-BI mediated HDL lipid uptake, primary screen, ldlA[mSR-BI] cells, fluorescence, single point; Scavenger receptor class B member 1 (Mus musculus), Q61009; ldlA[mSR-BI] CHO cells, DiI-HDL uptake fluorescence, 3 h; inhibition, % at 12.5 µM; 320,000 tested, 0.96% active; AID 488896, 2010;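 active means mean replicate inhibition of at least 70% and a set share of replicates each scoring 70 or more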;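 further: 0% = median of neutral control wells and 100% = median of positive control wells; values of inactives mirror those of a sister screen read the other way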
SUMO Mot1 rescue = yeast Mot1-301 growth rescue at high temperature, primary screen, SUMOylation pathway inhibitor project, S. cerevisiae, ATP luminescence, 38.5C | S. cerevisiae Mot1-301 growth rescue; percent above DMSO median, 100 means doubled | growth rescue, % at 18.8 µM | 320,000 tested, 1% active | AID 2716, 2010;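 active means every valid replicate shows activation above 250% relative to neutral control wells; inactive means the rest, any valid replicate at or below 250%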;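 further: OY570 slx delta 5 strain wells were the positive control but not used for scaling; some compounds called inactive have numbers as strong as hits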
Pemphigus Ab inh = inhibitors of pemphigus antibody binding to DSG3, primary screen, biochemical, bead-based, flow cytometry, scFv-GFP; Desmoglein-3 (Homo sapiens), P32926; DSG3-coupled beads, scFv-anti-DSG3-GFP binding; hits give low values; binding (percent of control), % at 10 µM; 310,000 tested, 0.48% active;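 active means binding more than 3 SD below its plate's average and above zero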;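 further: hits lower antibody fragment binding to DSG3; some compounds called inactive have numbers as strong as hits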
Active calls of the source: *; i = inactive; · = not tested or not shown.

SMILES	NSD2 inh	dFosB activator	Arr AP2 block	PKA-R2B act	SR-BI uptake up	PKA-R1A activ	CDK5 p35 inh	MITF TRPM1 HTS	SR-BI HDL uptake	SUMO Mot1 rescue	Pemphigus Ab inh
CC(=O)C1=C(C)NC(SCC(=O)c2ccc(Cl)cc2Cl)=C(C#N)C1c1ccco1 (configuration not stated)	0	-2	-40	-9	-12	-14	0.9	-5	12	-20	77*
COCCn1c(SCC(=O)N2CCc3ccccc3C2)nc2ccccc2c1=O	1	-9	-2	6	4	-5	-1.2	-7	-4	472	104
CC(=O)Nc1ccc(S(=O)(=O)Nc2nnc(C(C)(C)C)s2)cc1	-2	4	22	-9	31	-6	-0.1	-4	-31	0	88
CS(=O)(=O)c1ccc(Cl)c(NC(=O)Cc2c(F)cccc2Cl)c1	-10	5	36	-2	1	-2	-0.4	7	-1	-13	104
S=c1nc(-c2cccc(Br)c2)[nH][nH]1	0	-1	-9	-2	·	3	1.8	15	·	14	101
COc1ccc(N2CCC(N3CCN(C)C(CCO)C3)CC2)cc1 (configuration not stated)	2	5	-5	-7	1	8	0.0	·	-1	156	118
CCOC(=O)N1CCN(C(=O)COC(=O)c2cccc(S(C)(=O)=O)c2)CC1	-2	-3	-4	14	10	4	1.8	-4	-10	·	106
COc1cc(OC)cc(C(=O)N[C@H](C(=O)OCC(=O)NC(=O)c2cccn2C)C(C)C)c1	0	-12	21	-5	-24	-13	1.1	1	24	1	102
CCN(CC)S(=O)(=O)c1cccc(C(=O)OC2CC(C)OC2=O)c1 (configuration not stated)	1	-4	3	-19	11	-3	-8.0	4	-11	-6	107
Cc1c(Cc2ccc3c(c2)OCO3)sc(NC(=O)C2CC2)c1C(N)=O	0	-9	-14	-4	-14	-10	0.7	-1	14	-2	103
CCOC(=O)c1c(NC(=O)CSc2ncn[nH]2)sc(C(=O)NC)c1C	-3	-6	-5	-11	0	-12	-0.3	-7	0	-17	·
Cc1ccc(/C=C/C(=O)O)cc1S(=O)(=O)NCCO	0	2	-10	-6	33	4	-1.1	-3	-33	286	99

Part of the list above in order of molar mass, rising.
SMILES	NSD2 inh	dFosB activator	Arr AP2 block	PKA-R2B act	SR-BI uptake up	PKA-R1A activ	CDK5 p35 inh	MITF TRPM1 HTS	SR-BI HDL uptake	SUMO Mot1 rescue	Pemphigus Ab inh
S=c1nc(-c2cccc(Br)c2)[nH][nH]1	0	-1	-9	-2	·	3	1.8	15	·	14	101
Cc1ccc(/C=C/C(=O)O)cc1S(=O)(=O)NCCO	0	2	-10	-6	33	4	-1.1	-3	-33	286	99
COc1ccc(N2CCC(N3CCN(C)C(CCO)C3)CC2)cc1 (configuration not stated)	2	5	-5	-7	1	8	0.0	·	-1	156	118
CC(=O)Nc1ccc(S(=O)(=O)Nc2nnc(C(C)(C)C)s2)cc1	-2	4	22	-9	31	-6	-0.1	-4	-31	0	88
Cc1c(Cc2ccc3c(c2)OCO3)sc(NC(=O)C2CC2)c1C(N)=O	0	-9	-14	-4	-14	-10	0.7	-1	14	-2	103
CS(=O)(=O)c1ccc(Cl)c(NC(=O)Cc2c(F)cccc2Cl)c1	-10	5	36	-2	1	-2	-0.4	7	-1	-13	104
CCOC(=O)c1c(NC(=O)CSc2ncn[nH]2)sc(C(=O)NC)c1C	-3	-6	-5	-11	0	-12	-0.3	-7	0	-17	·
CCOC(=O)N1CCN(C(=O)COC(=O)c2cccc(S(C)(=O)=O)c2)CC1	-2	-3	-4	14	10	4	1.8	-4	-10	·	106
COc1cc(OC)cc(C(=O)N[C@H](C(=O)OCC(=O)NC(=O)c2cccn2C)C(C)C)c1	0	-12	21	-5	-24	-13	1.1	1	24	1	102

Continuation:
SMILES	NSD2 inh	dFosB activator	Arr AP2 block	PKA-R2B act	SR-BI uptake up	PKA-R1A activ	CDK5 p35 inh	MITF TRPM1 HTS	SR-BI HDL uptake	SUMO Mot1 rescue	Pemphigus Ab inh
CCOc1ccccc1N1C(=O)CC(Nc2ccc(N3CCOCC3)cc2)C1=O (configuration not stated)	8	-4	20	-6	-44	-13	-6.3	-9	44	-9	104
CCCn1c(C(O)c2cc(OC)ccc2OC)nc2ccccc21 (configuration not stated)	-1	-10	10	4	-14	1	-2.0	·	14	-11	97
O=C(NCN1C(=O)C2C3C=CC(C3)C2C1=O)Nc1cccnc1 (configuration not stated)	0	-6	-1	0	-3	3	-0.3	4	3	-6	98
O=C(O)c1cc(S(=O)(=O)N2CC3CC3C2C(=O)O)c(Cl)cc1Cl (configuration not stated)	-1	4	-15	14	10	-11	2.9	5	-10	-6	102
CCOc1cc(/C=N/NC(N)=O)cc(Br)c1OCC(=O)Nc1cccc2ccccc12	3	7	-10	-10	-45	-2	1.5	6	45	-4	95
O=C(NCCc1c[nH]c2ccccc12)c1ccco1	·	-2	4	2	-13	3	-0.2	33	13	-16	104
Cc1cccc(NC(=O)c2ccc(-n3cncn3)c([N+](=O)[O-])c2)c1	1	-6	-5	4	-24	-7	-11	11	24	7	104
CN(c1cccc(NC(=O)Nc2cccc(Cl)c2)c1)S(C)(=O)=O	-2	-11	-5	-13	-21	-8	1.7	·	21	45	113
O=C(COc1coc(CN2CCN(c3ccccc3)CC2)cc1=O)Nc1cccc(F)c1	-6	-1	-4	-5	23	-1	0.3	-3	-23	4	115
Cc1noc(C)c1C1(O)CCCCCCCCCCC1	-3	-2	0	-5	2	2	-1.6	13	-2	227	105
C=C1c2c(Cl)ccc(O)c2C(O)=C2C(=O)[C@]3(O)C(O)=C(C(N)=O)C(=O)[C@@H](N(C)C)[C@@H]3[C@@H](O)C12 (some centres not stated)	·	-20	33	-15	-2	1	-1.5	-6	2	-15	81
O=C(NCCN1CCOCC1)NC1(C(F)(F)F)Oc2ccc(Cl)cc2O1 (configuration not stated)	3	-4	5	-17	3	-7	0.2	-4	-3	-5	101
CCN(C(=O)c1c(N)cnn1C)c1ccccc1	-1	-6	-8	-1	-8	0	1.5	-1	8	-1	107
O=C(Nc1ccc(-c2noc(CCc3ccccc3)n2)cc1)c1cccnc1	1	-6	·	2	-7	-9	-0.2	3	7	8	·
O=C(CCCCn1c(=O)c2ccccc2n(Cc2ccc(F)cc2)c1=O)NCc1ccco1	5	-6	26	-16	-12	4	-0.2	-24	12	-10	102
OCc1ccnc(Cl)c1	-2	2	-5	-11	-21	-12	3.0	4	21	0	97
Clc1ccc(OCCn2c(-c3ccco3)nc3ccccc32)cc1	0	2	2	-13	-8	-11	-2.1	·	8	-33	·
O=C(CCSc1ccccc1)NC1CCCCCC1	0	-1	-2	3	4	-4	3.9	58	-4	18	98
COC(=O)C1CCN(C(=O)/C(C)=C\c2ccccc2)CC1	0	0	7	-10	-4	-1	1.0	·	4	-17	113
O=C(COc1ccc(Cl)cc1[N+](=O)[O-])NC1CCCCC1	4	-7	42	0	8	3	-1.2	62	-8	i	100
COc1ccc(C2Nc3ccccc3C(=O)N2NS(C)(=O)=O)c(OC)c1 (configuration not stated)	-2	-4	-8	8	20	2	-1.6	-11	-20	-10	117
O=C(CSc1ncccn1)NCc1cccs1	·	3	37	7	15	0	1.1	12	-15	-11	96
COCCCn1c(=O)c2ccccc2n(CC(=O)NC2CCCCC2)c1=O	2	-2	4	-7	·	3	0.0	·	·	0	94
COc1cccc(CN2CCNC(=O)C2CC(=O)NC2CCCCCCC2)c1 (configuration not stated)	0	-5	-7	6	1	0	-2.3	2	-1	-1	95
CC(=O)/C(=C\N(C)C)Sc1ccc(C)cc1	-3	-1	5	·	18	·	1.1	·	-18	6	93
OCC[C@H]1C[C@H](O)[C@@H](O)[C@]2(CCc3ccccc3O2)O1	·	2	2	-7	10	-8	2.3	-2	-10	1	109
O=C(NCc1ccccc1)c1cc[n+]([O-])cc1	-1	0	-8	-9	14	1	-1.1	0	-14	0	90
COCCNc1ncnc2c1cnn2Cc1ccc(Cl)cc1	-1	-9	10	-5	9	-5	0.7	-8	-9	-2	99
O=C(O)c1ccc(N/N=C/C=C/c2ccccc2)cc1	-5	-1	1	0	-5	8	-1.2	57	5	-2	100
CC12CCC(=O)N1C(C(=O)N1CCN(c3ccc(C(F)(F)F)cc3[N+](=O)[O-])CC1)CS2 (configuration not stated)	-2	2	24	-8	·	-17	0.1	3	5	-3	·
Nc1ccccc1C(=O)NNc1c2ccccc2nc2ccccc12	25	1	0	4	-24	9	2.0	·	24	8	97
Cn1c(C(=O)c2ccncc2)cc2ccccc21	0	-1	-4	4	-5	-2	0.6	-12	5	9	94
COCCNC(=O)CN1C(=O)NC2(CCCc3ccccc32)C1=O (configuration not stated)	-2	2	-8	-14	2	-12	3.1	2	-2	-9	91
O=C(Nc1nccs1)c1cccc(N2C(=O)c3cccc4c([N+](=O)[O-])ccc(c34)C2=O)c1	-5	-8	5	6	10	-6	0.9	-32	-10	125	103
